Screening results deposited in PubChem BioAssay by several laboratories.
BH1578 lux ind – inducers of Vibrio cholerae quorum light production without autoinducers. V. cholerae BH1578 lux reporter, luminescence, 6 h. activation, % at 18.7 µM. hit rate 0.16% among 350,000; in the data active = activation mostly above about 9.7%, no sharp cut-off; inconclusive = no clear call, values can overlap the other calls; inactive = mostly below about 3.7%; note: not every result past the cut was called active; inactives centre near 0; reference of the scale not given here
Y pestis TopoI – Y. pestis Topo-I inhibition via cleavage products | Y. pestis Topo-I cleavage product accumulation, plate reader | activity, % at 10 µM | hit rate 0.064% among 360,000 | AID 504884; in the data active = activity above about 50%, passing the limit was not always enough; inconclusive = no clear call, values can overlap the other calls; note: inactives centre near 2
BoNT-A LC inh2 – inhibitors of Botulinum neurotoxin A light chain protease | multiplex microsphere protease substrate cleavage, flow cytometry | inhibition, % at 10 µM | hit rate 0.17% among 360,000 | AID 588499; note: plate controls were buffer without enzyme for full effect and enzyme alone for no effect
Anthrax LF prot – blocks Bacillus anthracis lethal factor protease; P15917; multiplex microsphere protease cleavage assay, LF; hit rate 0.12% among 360,000; inhibition, % at 10 µM; note: plate controls were buffer without enzyme for full effect and enzyme alone for no effect
SARS 3CLpro inh – SARS-CoV 3CLpro protease inhibition | P0C6X7 | recombinant SARS-CoV 3CLpro, quenched FRET peptide cleavage | inhibition, % at 6 µM | hit rate 0.14% among 290,000 | AID 1706; in the data active = inhibition above about 12%
TcdB inh – inhibitors of Clostridioides difficile toxin B glycohydrolase | TcdB glycohydrolase enzymatic assay, plate reader | AID 652162 | inhibition, % at 9.99 µM | hit rate 0.24% among 350,000 | P18177; in the data active = inhibition above about 10%
CCHF vOTU inh – blocks the CCHF virus ovarian tumor domain protease; CCHFV vOTU protease, Pep-AMC fluorescence; inhibition, % at 11.5 µM; hit rate 0.55% among 370,000; AID 651958; in the data active = inhibition above about 30%; note: 0% = vehicle wells with enzyme and 100% = no enzyme wells
DUSP3 inh – inhibitors of human VHR1 phosphatase (DUSP3). P51452. hit rate 0.52% among 290,000. inhibition, % at 13.3 µM. recombinant VHR phosphatase, pNPP absorbance. AID 1654; in the data active = inhibition above about 50%; note: some compounds called inactive have numbers as strong as hits
PfHsp40 rescue – compounds rescuing yeast from Plasmodium falciparum HSP40 toxicity | hit rate 0.68% among 340,000 | S. cerevisiae expressing PfHsp40, growth rescue, ATP luminescence | growth rescue, % at 12.5 µM; in the data active = growth rescue above about 28%, passing the limit was not always enough; inconclusive = no clear call, values can overlap the other calls;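 note: yeast W303a lacking pdr1 and pdr3 grown in galactose medium; growth measured after three days at 30 °C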
PriA SSB inh – blocks PriA binding to SSB C-terminal tail; AlphaScreen SSBct-PriA binding, biotinylated peptide; inhibition, % at 33 µM; hit rate 0.6% among 430,000; AID 1272365; in the data active = inhibition mostly above about 37%, no sharp cut-off; inactive = mostly below about 20%;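 note: plate controls were negative control peptide for no effect and reference peptide for full effect; strong numbers were not always called active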
Numbers without * were called inactive; i = inactive; ? = inconclusive; · = no result given; & = joins results of further samples. Cut-off read from the data, not from the text of the source, unless noted: active = inhibition above about 30%; inconclusive = no clear call, values can overlap the other calls; inactive = below that.

SMILES | BH1578 lux ind | Y pestis TopoI | BoNT-A LC inh2 | Anthrax LF prot | SARS 3CLpro inh | TcdB inh | CCHF vOTU inh | DUSP3 inh | PfHsp40 rescue | PriA SSB inh
CCOC(=O)Nc1ccc(=O)n(Cc2c(Cl)cccc2Cl)c1 | · | -7 | 0.0 | -16 | 1 | · | -2 | 23 | -0.8 | -3
N/C(Cc1ccc([N+](=O)[O-])cc1)=N\OC(=O)c1ccc2ccccc2c1 | i | 3 | 0.2 | 4 | 7 | · | 13 | 19 | 0.0 | i
COc1ccc(-c2noc(CCC(=O)N3CCN(c4ccccc4OC)CC3)n2)cc1 | i | 29 | -0.5 | -7 | · | 0.9 | 1 | · | 3.0 | -4
COCCOC(=O)c1c(C)n(C)c2ccc(OC(=O)c3ccccc3OC)cc12 | i | 30 | -1.5 | 3 | 0 | 1.7 | 5 | 30 | -0.4 | -11
COc1cccc(NC(=O)N(C2CCCCC2)C(C)c2cccs2)c1 (stereo not drawn) | -0.2 | 4 | 7.2 | -6 | -1 | · | -13 | 7 | -1.2 | -4
O=C1NC[C@@H](CCCCN2C[C@H](Cc3ccccc3)N(CCC3CCCCC3)C(=O)C2=O)N(Cc2ccccc2)C1=O | · | · | 0.2 | 2 | · | 0.9 | 21 | · | · | ·
CCCc1nc(Nc2nc3ccccc3o2)nc(C)c1C(=O)OCC | -0.3 | -1 | 0.1 | -7 | -9 | · | 13 | 4 | -0.7 | 9
COc1cc(NS(=O)(=O)c2ccc(NC(=S)NC(=O)c3ccco3)cc2)ncn1 | i | -9 | -1.2 | -6 | 1 | 0.2 | -13 | 5 | -1.1 | -13
COc1cccc(C(C(=O)NCC2CCCO2)N(C(=O)Cn2nnc3ccccc32)c2ccc(NC(C)=O)cc2)c1 (stereo not drawn) | i | 1 | -3.0 | -2 | 31* | 0.6 | -11 | 28 | -0.8 | -5
CC(=O)c1c(C)[nH]c(C(=O)OC(C)C(=O)NC2CCCCC2)c1C (stereo not drawn) | i | -4 | -0.3 | 2 | · | 0.0 | -24 | · | · | ·
COc1ccccc1NC(=O)CC1Nc2ccccc2NC1=O (stereo not drawn) | -0.1 | 8 | -0.8 | -11 | 0 | · | 10 | 13 | 0.0 | 13
CC1Oc2ccccc2N(CC(=O)Nc2ccc3c(c2)OCO3)C1=O (stereo not drawn) | -1.9 | -4 | 0.3 | -1 | 2 | · | 17 | 17 | 1.5 | -28
COc1ccc(CCNC(=O)COC(=O)Cc2cccc3ccccc23)cc1 | -0.6 | 9 | -0.1 | -4 | 7 | · | -13 | -4 | 3.5 | -21
CCOC(=O)CSCc1c(C#N)c2ccccc2n1C | i | 6 | -0.4 | 3 | -1 | · | 4 | 14 | 1.4 | -9
O=C(COc1ccccc1)N1CCCCCCC1 | 0.5 | -4 | -2.5 | 2 | -1 | -0.3 | -2 | 21 | 4.2 | -4
Cc1cc(-c2ccc(C)c(S(=O)(=O)N3CCN(c4ccc([N+](=O)[O-])cc4)CC3)c2)on1 | -0.2 | 0 | 0.3 | 1 | 1 | 0.2 | -1 | -3 | -0.5 | -4
O=S1(=O)CCN(OCc2ccc(Cl)cc2)CC1 | 0.9 | -2 | -3.9 | 5 | -6 | 1.1 | -11 | 9 | -0.7 | 10
CC(NC(=O)C(=O)N/N=C\c1cccc([N+](=O)[O-])c1)c1ccccc1 (stereo not drawn) | -0.6 | 9 | 1.4 | -3 | -3 | 1.9 | 6 | 15 | 1.2 | ·
COc1ccc(S(=O)(=O)N2CCCC2CNC(=O)c2cccc(OC)c2)cc1 (stereo not drawn) | i | 0 | -6.0 | 1 | · | -0.2 | 0 | · | 7.1 | -1
Cc1cccc(N2CN=c3s/c(=C\c4ccncc4)c(=O)n3C2)c1 | i | -3 | 0.6 | -10 | 0 | · | -6 | 2 | -0.3 | ·
CCN(CC)C(=O)n1nc(C)c(CN2C(=O)c3ccccc3C2=O)c1C | -0.2 | -4 | 1.8 | 5 | -4 | · | 0 | · | -0.9 | -6
O=S(=O)(NCc1ccc(F)cc1)c1ccc(-n2cnnn2)cc1 | -0.3 | 2 | -1.7 | 0 | 3 | 0.7 | 1 | -20 | -1.3 | -5
CN(C)CCn1c2c(c(SCC(=O)NCc3ccccc3)nc1=O)CCCC2 | -0.9 | -4 | 4.7 | -3 | · | 1.5 | 7 | · | -1.8 | -5
Cc1ccc(-n2c(-c3ccncc3)n[nH]c2=S)cc1 | -0.1 | 8 | -1.1 | 1 | -4 | 2.9 | 5 | 29 | · | -8
Cc1cccc(C(C)(C)C)c1OCCn1ccnc1 | i | 3 | 0.2 | 3 | -1 | · | -9 | 10 | -0.8 | -6
C=CCn1c(=NC(=O)c2ccco2)sc2cc(C(=O)OCC)ccc21 | i | -1 | 0.2 | 0 | -3 | · | -1 | 17 | 1.4 | -9
CNC(=O)C[C@@H]1C(=O)N(c2ccc(OC)cc2)CC1(C)C | -0.3 | 0 | -0.6 | -4 | · | -0.5 | -3 | · | · | ·
COc1ccc(-c2nn[nH]n2)cc1OC | 4.2 | -1 | 0.1 | 1 | 2 | · | -3 | -2 | -0.9 | -4
O=C(O)C1C2CCC(O2)C1C(=O)Nc1cccc(Br)c1 (stereo not drawn) | 0.3 | 2 | -3.6 | -11 | 1 | 1.1 | -1 | 2 | 0.5 | -15
Cc1cc(NC(=O)CCC(=O)N(CC(=O)NC2CCCC2)c2cccc(F)c2)no1 | -0.1 | 2 | -1.5 | 6 | -3 | 0.5 | 12 | 34 | 1.3 | 1
COCCN(C(=O)CSCc1ccccc1)c1c(N)n(Cc2ccccc2)c(=O)[nH]c1=O | i | -4 | 0.4 | -2 | 5 | 1.8 | 13 | 2 | -0.9 | -3
O=C1C2C(c3ccccc3)C=CC(c3ccccc3)C2C(=O)N1c1cccnc1 (stereo not drawn) | -0.4 | 9 | -0.8 | -2 | 20* | 0.4 | 0 | 15 | 0.4 | -7
CCn1c(COc2cccc(OC)c2)nnc1SCC(=O)Nc1cc(OC)ccc1OC | i | 14 | -1.7 | -10 | -1 | -0.9 | -4 | 2 | 0.9 | -5
Cc1ncc([N+](=O)[O-])n1Cc1ccc(Br)cc1 | -0.3 | 2 | -0.4 | -1 | 2 | 0.6 | 4 | 15 | -0.3 | 0
O=C(C1CCCCC1)N1C[C@H](O)[C@@H](n2cc(-c3ccc(F)cc3)nn2)C[C@@H]1c1ccccc1 | i | 26 | -0.5 | -3 | · | 0.0 | 7 | · | · | ·
CCN(CC)S(=O)(=O)c1ccc2c(c1)nc(SCC(=O)NC1CC1)n2-c1ccccc1OC | 1.0 | 22 | 0.3 | -2 | -1 | · | -6 | 10 | 2.7 | 4
CCn1c(=O)c(CCC(=O)NCC2CCCO2)c(C)c2c(C)nn(-c3ccc(C)cc3)c21 (stereo not drawn) | -2.6 | 21 | -0.1 | 0 | -1 | -5.8 | -8 | 15 | 0.1 | 3
CCOc1ccc(-c2nnc(NC3=NCCCCC3)o2)cc1 | · | 9 | 0.0 | -1 | 4 | · | 13 | -12 | 2.3 | -12
O=C(NCC1CCCO1)c1ccc(NC(=O)c2cccc([N+](=O)[O-])c2)cc1 (stereo not drawn) | 0.8 | -1 | 0.2 | 4 | -4 | 0.4 | -10 | 1 | -1.4 | -3
CCOc1ccc(NC(=O)C(CC(=O)O)Cc2ccc(C)cc2)cc1 (stereo not drawn) | -0.6 | 6 | 1.4 | 14 | 1 | 0.2 | 2 | 13 | 0.8 | -12

Rewritten as labelled records: entries from further up.
CCn1c(=O)c(CCC(=O)NCC2CCCO2)c(C)c2c(C)nn(-c3ccc(C)cc3)c21 (stereo not drawn)
  BH1578 lux ind: -2.6 | Y pestis TopoI: 21 | BoNT-A LC inh2: -0.1 | Anthrax LF prot: 0 | SARS 3CLpro inh: -1 | TcdB inh: -5.8 | CCHF vOTU inh: -8 | DUSP3 inh: 15 | PfHsp40 rescue: 0.1 | PriA SSB inh: 3

CCN(CC)S(=O)(=O)c1ccc2c(c1)nc(SCC(=O)NC1CC1)n2-c1ccccc1OC
  BH1578 lux ind: 1.0 | Y pestis TopoI: 22 | BoNT-A LC inh2: 0.3 | Anthrax LF prot: -2 | SARS 3CLpro inh: -1 | TcdB inh: · | CCHF vOTU inh: -6 | DUSP3 inh: 10 | PfHsp40 rescue: 2.7 | PriA SSB inh: 4

(next part)
SMILES | BH1578 lux ind | Y pestis TopoI | BoNT-A LC inh2 | Anthrax LF prot | SARS 3CLpro inh | TcdB inh | CCHF vOTU inh | DUSP3 inh | PfHsp40 rescue | PriA SSB inh
Cc1ccnc(NC(=O)C(C)N2C(=O)c3ccccc3C2=O)c1 (stereo not drawn) | -0.3 | -8 | 0.8 | -3 | -2 | -0.2 | -14 | 13 | -0.8 | 0
Cc1cc(NC(=O)COC(=O)C2CC(=O)N(c3cccc(C)c3C)C2)no1 (stereo not drawn) | -1.6 | 3 | 3.0 | -7 | 2 | 4.3 | 3 | -2 | 0.1 | 8
COc1ccccc1NC(=O)N1CCCC1C(=O)NCCc1ccccc1 (stereo not drawn) | i | 1 | -3.9 | -11 | 4 | 0.6 | 2 | -13 | -0.8 | 8
COCCn1c(=N)c(S(=O)(=O)c2ccc(F)cc2)cc2c(=O)n3cccc(C)c3nc21 | -0.2 | -8 | 0.4 | -1 | -1 | 1.2 | 0 | 6 | -1.1 | -7
COC(=O)CC1(c2ccc(OC)cc2)C(=O)c2ccccc2C1=O | i | 4 | ? | -5 | 1 | 0.6 | -9 | 9 | 0.2 | -4
COc1ccc(CCn2c(O)c(C=NCc3ccc4c(c3)OCO4)c(=O)[nH]c2=O)cc1OC | · | 12 | -0.8 | 12 | 2 | · | 0 | 17 | -0.9 | -11
Cc1ccc(C2C(C(=O)c3sc(C)nc3C)=C(O)C(=O)N2CCN2CCOCC2)o1 (stereo not drawn) | · | 19 | 0.1 | -2 | 2 | · | 3 | 25 | 0.5 | -2
COc1cc(CNC(=O)c2cc(-c3cc(C)cc(F)c3)n[nH]2)cc(OC)c1 | i | 2 | -0.2 | -3 | · | 2.4 | 9 | · | · | ·
O=S(=O)(Nc1ccc(Cl)cc1)c1cccc2nsnc12 | i | 3 | 2.2 | -6 | -2 | 1.2 | 12 | · | -1.9 | 14
O=C(O)CNS(=O)(=O)c1cccc2nsnc12 | i | 7 | 1.7 | 4 | 3 | · | -7 | 6 | 0.4 | 2&-12
CC(C)C1N(C(=O)N(C)C)CCN1S(=O)(=O)c1ccccc1 (stereo not drawn) | 0.0 | 6 | -1.2 | -3 | 2 | -0.1 | 3 | -9 | -0.4 | -6
COc1ccc(/C=C/C(=O)OCC(=O)Nc2ccc(Cl)cc2F)cc1S(=O)(=O)N1CCOCC1 | -2.7 | 15 | -0.5 | -2 | -5 | 0.4 | -8 | -7 | -0.5 | -14

Grouped by structure, those above with an NH in an aromatic ring
SMILES | BH1578 lux ind | Y pestis TopoI | BoNT-A LC inh2 | Anthrax LF prot | SARS 3CLpro inh | TcdB inh | CCHF vOTU inh | DUSP3 inh | PfHsp40 rescue | PriA SSB inh
CC(=O)c1c(C)[nH]c(C(=O)OC(C)C(=O)NC2CCCCC2)c1C (stereo not drawn) | i | -4 | -0.3 | 2 | · | 0.0 | -24 | · | · | ·
Cc1ccc(-n2c(-c3ccncc3)n[nH]c2=S)cc1 | -0.1 | 8 | -1.1 | 1 | -4 | 2.9 | 5 | 29 | · | -8
COc1ccc(-c2nn[nH]n2)cc1OC | 4.2 | -1 | 0.1 | 1 | 2 | · | -3 | -2 | -0.9 | -4
COCCN(C(=O)CSCc1ccccc1)c1c(N)n(Cc2ccccc2)c(=O)[nH]c1=O | i | -4 | 0.4 | -2 | 5 | 1.8 | 13 | 2 | -0.9 | -3
COc1ccc(CCn2c(O)c(C=NCc3ccc4c(c3)OCO4)c(=O)[nH]c2=O)cc1OC | · | 12 | -0.8 | 12 | 2 | · | 0 | 17 | -0.9 | -11
COc1cc(CNC(=O)c2cc(-c3cc(C)cc(F)c3)n[nH]2)cc(OC)c1 | i | 2 | -0.2 | -3 | · | 2.4 | 9 | · | · | ·

An excerpt; rates above refer to the full screens.
